mIAP activ: increases mouse intestinal alkaline phosphatase activity | AID 2805 | 330,000 tested, 0.24% active | muIAP, CDP-Star luminescence, 30 min; stronger effect = higher value; 1 = vehicle-only enzyme signal, 0 = enzyme-free wells | activation factor at 10 µM;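 active = activation factor of at least 2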; note: the source names both 10 and 20 µM as test concentration; values of inactives mirror those of a sister screen read the other way
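also added = chemiluminescent substrate CDP-Star | test system = mouse IAP enzyme | signal = chemiluminescence readout | compound = DMSO-dissolved test compounds | incubation = 30 min at room temperature | benchmarks = DMSO wells, no-enzyme wells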
NALP3 yeast inh: blocks the NALP3 inflammasome reconstituted in yeast. Yeast reconstituted NLRP3/ASC/caspase-1, beta-gal luminescence, 24 h. inhibition, % at 10 µM. 330,000 tested, 0.39% active;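 active = inhibition of 50% or more; inactive = inhibition below 50%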;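 note: plate controls were induced DMSO wells for no effect and uninduced yeast grown without galactose for full effect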
A3G deaminase: inhibitors of human APOBEC3G DNA deaminase; AID 493012; recombinant A3G, ssDNA deamination FAM/TAMRA fluorescence; Q9HC16; 330,000 tested, 0.28% active; inhibition, % at 20 µM;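 active = inhibition of at least 40% at 20 µM, with no more than 30% in the related APOBEC3A deaminase screen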;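 note: plate controls were DMSO wells with A3G for no effect and wells lacking A3G enzyme for full effect; some compounds called inactive have numbers as strong as hits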
mIAP block: blocks mouse intestinal alkaline phosphatase | purified mouse IAP, CDP-Star luminescence, 30 min | inhibition, % at 10 µM | 330,000 tested, 0.2% active;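 active = inhibition of at least 40% at 10 µM in the primary screen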;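 note: plate controls were DMSO with enzyme for no effect and no enzyme wells for full effect; values of inactives mirror those of a sister screen read the other way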
MIN6 prolif: MIN6 beta-cell proliferation induction; MIN6 cells proliferation, ATPlite luminescence, 48 h; cells starved in 0.2% serum; 100% = growth in 10% serum; proliferation, % at 10 µM; 330,000 tested, 0.29% active; AID 2380;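 active = compounds whose signal lies at least 3.5 SD above the mean of all wells on their plate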;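 note: 0% = DMSO-treated cells in low-serum medium and 100% = 10% serum control; some compounds called inactive have numbers as strong as hits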
hIAP inh: human IAP inhibition; P09923; purified IAP, CDP-Star luminescence, 30 min; inhibition, % at 10 µM; 330,000 tested, 0.12% active;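 active = inhibition reaching a set limit with compound at 10 µM in the primary screen, cut at about 35% in these data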;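 note: plate controls were DMSO wells with enzyme for no effect and no-enzyme buffer wells for full effect; values of inactives mirror those of a sister screen read the other way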
Target sequence (P09923 whole entry, looked up): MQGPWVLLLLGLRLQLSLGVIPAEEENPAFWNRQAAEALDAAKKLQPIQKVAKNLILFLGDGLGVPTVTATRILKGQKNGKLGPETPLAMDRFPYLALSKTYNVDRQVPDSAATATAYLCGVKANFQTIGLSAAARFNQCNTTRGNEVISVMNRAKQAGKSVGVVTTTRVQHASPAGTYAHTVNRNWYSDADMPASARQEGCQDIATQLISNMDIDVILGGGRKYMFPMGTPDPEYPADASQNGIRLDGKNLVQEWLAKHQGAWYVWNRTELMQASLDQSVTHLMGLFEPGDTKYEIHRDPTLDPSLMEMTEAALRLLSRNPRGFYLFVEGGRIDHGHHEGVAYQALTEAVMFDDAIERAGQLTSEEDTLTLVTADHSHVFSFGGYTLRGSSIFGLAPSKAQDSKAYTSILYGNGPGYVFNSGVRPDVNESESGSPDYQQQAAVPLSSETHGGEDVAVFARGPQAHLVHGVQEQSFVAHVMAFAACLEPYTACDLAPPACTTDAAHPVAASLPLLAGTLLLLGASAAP
APOBEC3A inh: human APOBEC3A DNA deaminase inhibition. 330,000 tested, 0.41% active. inhibition, % at 20 µM. recombinant A3A, FAM/TAMRA ssDNA deamination fluorescence. P31941;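 active = at least 40% inhibition at 20 µM here, with at most 30% in a related deaminase screen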;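 note: plate controls were A3A with DMSO for no effect and wells lacking A3A enzyme for full effect; some results filed as inactive read as strong as hits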
Target sequence (P31941 whole entry, looked up): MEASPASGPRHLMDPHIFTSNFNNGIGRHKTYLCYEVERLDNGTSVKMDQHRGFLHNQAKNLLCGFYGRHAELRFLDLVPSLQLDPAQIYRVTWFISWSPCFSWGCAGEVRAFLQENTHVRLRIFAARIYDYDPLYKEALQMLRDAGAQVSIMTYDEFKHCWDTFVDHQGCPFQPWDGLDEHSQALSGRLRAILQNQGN
SENP1 FRET inh: inhibitors of human SENP1 SUMO protease catalytic domain; recombinant SENP1 catalytic domain, CyPet-SUMO1-YPet FRET cleavage; inhibition, % at 10 µM; 360,000 tested, 0.21% active; AID 624204;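 active = inhibition at least 30% at 10 µM, raw YFP signal under a set limit, fluorescence ratio 0.5 to 1.5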;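 note: 0% = enzyme with DMSO and 100% = no enzyme wells; some results filed as inactive read as strong as hits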
Target sequence (Q9P0U3 419-644 limits assumed): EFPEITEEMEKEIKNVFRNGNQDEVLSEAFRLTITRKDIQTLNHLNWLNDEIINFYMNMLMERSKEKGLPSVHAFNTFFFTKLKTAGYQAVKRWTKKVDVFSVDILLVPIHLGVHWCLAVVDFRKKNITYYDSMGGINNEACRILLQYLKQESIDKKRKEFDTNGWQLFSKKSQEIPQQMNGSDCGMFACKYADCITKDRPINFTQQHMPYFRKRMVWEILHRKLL
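Test system: human SENP1 catalytic domain; medium: Tris pH 8 buffer plus EDTA, NaCl, BME, BSA, NP40, catalase; incubation: 50 min reaction at room temperature; technique: FRET, CFP and YFP emission; controls: no-enzyme low control and enzyme-plus-DMSO high control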
hIAP act: increases human intestinal alkaline phosphatase activity. P09923. purified human IAP, CDP-Star luminescence, 30 min; stronger effect = higher value; 1 = vehicle-only enzyme, 0 = enzyme-free background. activation factor at 10 µM. 330,000 tested, 0.16% active. AID 2524;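 active = activation factor of the enzyme at least 2-fold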; note: the source names both 10 and 20 µM as test concentration; values of inactives mirror those of a sister screen read the other way
* = called active by the depositor; nt = no result given; & = joins results of further samples. An excerpt. The share of hits here may be higher or lower than overall.

SMILES	mIAP activ	NALP3 yeast inh	A3G deaminase	mIAP block	MIN6 prolif	hIAP inh	APOBEC3A inh	SENP1 FRET inh	hIAP act
O=C1CSC(c2ccccn2)N1c1ccc2ccccc2c1 (stereo not given)	1.1	-19	-8	-11	-1	-22	-3	1	1.2
O=C(CN1CCOCC1)Nc1ccc(N2CCN(c3ccccc3)CC2)c(F)c1	0.98	-2	0	2	1	16	8	-1	0.84
CCC(C)NC(=O)c1ccc2c(SCC(=O)O)c3c(nc2c1)CCCC3 (stereo not given)	1.1	-9	-4	-12	2	4	-1	-16	0.96
Cc1cc(C)c(OCCCn2ccnc2)c(C)c1	1	-3	-4	-5	1	11	-1	2	0.89
O=C(c1ccco1)N1CCN(Cc2nc3ccc([N+](=O)[O-])cc3c(=O)n2-c2ccccc2F)CC1	0.94	-7	-1	6	1	3	2	0	0.97
CCOc1cc(C(c2c(C)[nH][nH]c2=O)c2c(C)[nH][nH]c2=O)ccc1O	0.76	-39	-1	24	-4	13	3	3	0.87
CCOC(=O)[C@H](CCc1ccccc1)N[C@H]1CCc2ccccc2N(CC(=O)O)C1=O	1.1	4	-7	-14	-1	12	-3	1	0.88
FC(F)(F)c1cc(CCN2C(=S)NC[C@@H]2Cc2ccccc2)cc(C(F)(F)F)c1	1	36	-1	-5	-8	-8	5	0	1.1
Cc1ccc(NC(=O)c2cc(S(=O)(=O)N3CCCCC3)c[nH]2)cc1C	1.1	12	-7	-9	-1	-14	0	2	1.1
CN(C)c1ccc(/C=C(/NC(=O)c2ccccc2Cl)C(=O)NCCN2CCOCC2)cc1	0.96	2	-4	4	0	-21	-8	16	1.2
Cc1ccc(N(C(=O)C2CCC(=O)N2)C2(C(=O)NC3CCCC3)CCCCC2)cc1 (stereo not given)	1.1	29	-7	-9	-2	-18	1	2	1.2
Cn1nc(-c2ccccc2)c(-c2nc(-c3ccccc3Cl)no2)c1Cl	0.97	2	1	3	-2	15	3	1	0.85
Cc1ccccc1Cn1cc(S(=O)(=O)CC(=O)N2CCCCC2)c2ccccc21	1	14	-7	-5	1	0	-2	1	1
CCCn1nnnc1NC(=O)COc1ccc(Br)cc1	0.97	12	-5	3	-1	-8	-4	1	1.1
O=C(COC(=O)c1cnccn1)NCc1ccccc1	0.9	-6	-7	10	0	16	-1	-3	0.84
Cc1cccn2c(=O)c3cc(C(=O)NC4CCCC4)n(C)c3nc12	0.99	28	-8	1	2	-42	-4	-117	1.4
O=C(c1cccc(S(=O)(=O)N2CCOCC2)c1)N(Cc1nnc(-c2ccccc2Cl)o1)C1CC1	0.98	12	-4	2	2	13	14	-1	0.87
COc1ccc(-c2nn(-c3ccccc3)cc2C(=O)N/N=C/c2ccc([N+](=O)[O-])o2)cc1	0.69	11	-7	30	-5	3	-5	4	0.97
Nc1cc(Cl)nnc1Cl	1	13	-10	0	-3	4	-5	2	0.96
CC(C)CC1NC(=S)N(Cc2ccccc2)C1=O (stereo not given)	0.9	-3	-3	10	-3	-12	0	2	1.1
Cc1cccc(N2CCN(Cc3nc(-c4cccc(Cl)c4)oc3C)CC2)n1	1	21	-2	0	-3	1	1	-1	0.99
CCN1CCN(C(=S)NC(=O)c2cccc(Br)c2)CC1	1	11	-8	-1	3	6	9	-6	0.94
CC1(C)CC(=O)CC(=Nc2ccc(C(=O)O)cc2)C1	0.97	15	0	2	-1	6	0	-88	0.94
CC1CCCCN1C(=O)COC(=O)C1CCN(S(=O)(=O)c2c(Cl)cccc2Cl)CC1 (stereo not given)	0.96	20	-2	4	0	-17	17	0	1.2
O=C(Oc1coc(CSc2ncccn2)cc1=O)c1cccs1	1	13	-1	0	-1	10	-1	-1	0.9

Ordered by value in mIAP activ (lowest first): some entries from above
molecule	mIAP activ
Cn1nc(-c2ccccc2)c(-c2nc(-c3ccccc3Cl)no2)c1Cl	0.97
Cc1cc(C)c(OCCCn2ccnc2)c(C)c1	1
Cc1ccc(NC(=O)c2cc(S(=O)(=O)N3CCCCC3)c[nH]2)cc1C	1.1

Further results follow:
SMILES	mIAP activ	NALP3 yeast inh	A3G deaminase	mIAP block	MIN6 prolif	hIAP inh	APOBEC3A inh	SENP1 FRET inh	hIAP act
CN1CCN(c2ccccc2NC(=O)c2ccc(N3CCOCC3)c([N+](=O)[O-])c2)CC1	0.89	33	-6	11	0	4	0	1	0.96
CCOC(=O)Cc1c(C)nc2c(-c3ccc(Cl)cc3)c(C)[nH]n2c1=O	0.99	2	4	1	-3	16	-6	2	0.84
CCCCNC(=O)c1cccc(C(=O)NCCCC)c1	0.89	-1	-12	11	2	3	11	0	0.97
Cc1cc2c3c(c1C)C1(C(=O)N3C(C)(C)CC2C)C(C#N)=C(N)OC2=C1C(=O)CC(C)(C)C2 (stereo not given)	0.9	5	-1	10	3	1	3	1	0.99
Cc1ccc(OC(=O)c2cccnc2)cc1	0.92	1	-4	8	1	13	3	1	0.87
CCOc1ccc(S(=O)(=O)N(CC)CC(=O)NCc2cccnc2)cc1	1	5	-7	-1	0	-16	-4	1	1.2
CC(C)Oc1cccc(C(=O)NC(=S)Nc2cccc(NC(=O)c3ccccc3Cl)c2)c1	0.83	14	-7	17	0	15	0	2	0.85
COc1ccc([C@H]2C(C(=O)O)=C[C@@H](C(C)(C)C)N2S(=O)(=O)c2ccc(C)cc2)cc1OC	0.84	15	-3	16	0	-1	-2	0	1
Cc1cccc(C)c1NC(=O)CN(C)C(=O)c1cccc(S(=O)(=O)N2CCN(c3ccccc3)CC2)c1	1.1	30	8	-9	-3	-2	12	2	1
CCOC(=O)CSc1nnc(NC(=O)C2CC(=O)N(c3ccc(F)cc3)C2)s1 (stereo not given)	0.93	-12	-6	7	-6	8	-2	-1	0.92
Cc1ccc(C(=O)Nc2cccc(C(F)(F)F)c2)cc1NC(=O)c1nccn1C	0.93	2	-9	7	3	8	-2	0&-1	0.92
COc1ccc(N(CC(=O)NCc2ccco2)S(=O)(=O)c2ccccc2)cc1	0.96	13	5	4	-3	2	3	0	0.98
COc1ccc(-n2nc(C(=O)NCC(=O)NCc3cccc(F)c3)c3ccccc3c2=O)cc1Cl	0.92	8	-7	8	0	1	-4	3	0.99
Cc1cc2[nH]c(=O)c(=O)[nH]c2cc1S(=O)(=O)Nc1cccc(Cl)c1	1.1	11	1	-9	-1	-5	4	1	1
CN1CCN(S(=O)(=O)c2cccc(C(=O)N(Cc3nnc(-c4ccc(Cl)cc4)o3)C3CC3)c2)CC1	1	19	-9	-2	0	0	2	4	1
CCOc1ccc(NC(=O)CN(C2CCCCC2)S(C)(=O)=O)cc1	1	4	-4	-3	0	4	0	2	0.96
CCCn1c(SCC(=O)Nc2cccc(C)n2)nc2c1c(=O)n(C)c(=O)n2C	1	3	-1	-1	2	13	1	-1	0.87
COc1ccc(C(CC(=O)c2ccc(C)cc2)Nc2ccc([N+](=O)[O-])cc2)cc1 (stereo not given)	0.89	11	-5	11	-4	19	-2	-6	0.81
CCn1c(=O)c2sccc2n2c(CCCC(=O)N3CCN(c4ccccn4)CC3)nnc12	1	9	-2	0	1	-4	-2	1	1
CCN(C[C@H]1N[C@@](CC)(C(=O)OC)[C@H]2C(=O)N(C)C(=O)[C@@H]12)S(=O)(=O)c1ccc(F)cc1	0.97	14	-8	3	3	-21	-6	3	1.2
CCCCOC(=O)c1cccc(NC(=O)CC)c1	1	15	-6	-4	1	-3	-2	1	1
COc1cc(NC(=O)CN2C(=O)NC(C)(CC(C)C)C2=O)cc(OC)c1 (stereo not given)	1	6	-2	-2	1	11	-1	-2	0.89
COc1ccc(/C(N)=N/OC(=O)C2CCC(=O)N2S(=O)(=O)c2ccc(C)cc2)cc1OC (stereo not given)	1.1	2	-2	-9	1	-15	-3	0	1.2
Cc1cccc(OCCNC(=O)CCNS(=O)(=O)c2ccc3ccccc3c2)c1	0.98	1	-5	2	-1	-13	1	2	1.1
COc1cccc(-c2cc(C(F)(F)F)nc(N3CCN(c4ccccc4)CC3)n2)c1	0.85	8	-3	15	-5	10	-3	3	0.9
SMILES	mIAP activ	NALP3 yeast inh	A3G deaminase	mIAP block	MIN6 prolif	hIAP inh	APOBEC3A inh	SENP1 FRET inh	hIAP act
Cc1cccc(N(NC(=O)C(C)(C)O)C(=O)c2ccccc2)c1	0.94	11	0	6	0	25	4	0	0.75
O=C(CCN1C(=O)c2ccccc2C1=O)Nc1cc(F)ccc1F	0.97	14	-2	3	0	1	-3	0	0.99
O=C(NNC(=O)C1CC1)c1ccc(F)cc1F	1.1	3	-5	-15	-2	-21	-5	3	1.2
Cc1cc(NC(=O)COC(=O)C(C)Oc2ccc(Cl)cc2Cl)no1 (stereo not given)	0.98	7	-6	2	1	-4	-3	5	1
O=C1Nc2ccccc2C12Nc1ccccc1S2 (stereo not given)	0.98	1	-9	2	-3	6	-1	nt	0.94
O=C(CSc1nnc(-c2ccco2)n1CC1CCCO1)N1CCCCC1 (stereo not given)	0.97	7	-1	3	-1	1	4	0	0.99
Cc1c(NC(=O)c2noc3c2CCc2ccccc2-3)c(=O)n(-c2ccccc2)n1C	1	21	-7	-3	-3	8	-1	-3	0.92
CCOC(=O)N1CCN(C(=O)c2cn(CC)c3ccc(S(=O)(=O)N4CCCC4)cc3c2=O)CC1	0.98	-3	-5	2	0	8	-1	3	0.92
CCCc1cc(=O)[nH]c(SC(C)C(=O)N2c3ccccc3CC2C)n1 (stereo not given)	1.1	11	-2	-7	-1	-9	2	-1	1.1
Cc1ccc2oc(=O)c3cnn(CC(=O)N4CCCCCC4)c3c2c1	0.99	4	2	1	6	17	0	2	0.83
CC12CCC(C(=O)NCc3ccc(Cl)cc3)(OC1=O)C2(C)C (stereo not given)	1	0	-4	-4	0	-25	1	1	1.2
CCOc1ccc(C(C)=O)cc1COC(=O)c1ccc2c(c1)NC(=O)CS2	0.94	13	-9	6	3	22	-3	0	0.78
CCn1cc(C2=NCCO2)c2ccccc21	1.1	9	-1	-11	4	-2	4	1	1
Cc1cc(C)c(S(=O)(=O)N2CCOC2CNC(=O)C(=O)NCc2cccnc2)c(C)c1 (stereo not given)	0.96	9	-5	4	5	11	-4	1	0.89
Cc1ccc(C(=O)NCCC2=CCCCC2)cc1S(=O)(=O)N1CCCCC1	1.1	5	-8	-10	-4	-20	-4	-1	1.2
O=S(=O)(c1cnc[nH]1)N1CCN(c2ccc(F)cc2)CC1	1	2	2	-5	-1	8	5	1	0.92
COc1ccccc1N(CC(O)CN1CCCC1)S(=O)(=O)c1ccccc1 (stereo not given)	1	21	0	0	0	8	1	-2	0.92
CC(=O)/C(=N/Nc1cccc(Cl)c1)N1CCOCC1	1.1	16	-1	-7	-1	-6	4	0	1.1
CCN(CC)S(=O)(=O)c1ccc(N2CCOCC2)c(NC(=O)CCOc2ccccc2)c1	0.96	11	-3	4	2	-25	-3	1	1.3
CSCCNC(=O)c1cccc(Cl)c1	1.1	0	-4	-9	-1	2	-2	5	0.98
COCCN(C(=O)COC(=O)C1(C)CC1(Cl)Cl)c1c(N)n(Cc2ccccc2)c(=O)[nH]c1=O (stereo not given)	1	11	3	0	-5	-30	8	1	1.3
